# NLRP3 yeast inh: blocks the NALP3 inflammasome reconstituted in yeast | AID 2825 | inhibition, % at 10 µM | actives 0.39% (n = 330,000) | Yeast reconstituted NLRP3/ASC/caspase-1, beta-gal luminescence, 24 h;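 active means inhibition of 50% or more; inactive means inhibition below 50%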;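 further: plate controls were induced DMSO wells for no effect and uninduced yeast grown without galactose for full effect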
# SENP6 inh: blocks the human protease SENP6; Q9GZR1; Recombinant SENP6 catalytic domain, aminoluciferin luminescence; inhibition, % at 10 µM; actives 1.8% (n = 330,000); AID 2599;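 active means inhibition above about 50% at the single tested dose, limit read from the data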;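 further: plate controls were DMSO wells with enzyme for no effect and DMSO wells lacking enzyme for full effect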
# Target sequence (Q9GZR1 628-1112 limits assumed): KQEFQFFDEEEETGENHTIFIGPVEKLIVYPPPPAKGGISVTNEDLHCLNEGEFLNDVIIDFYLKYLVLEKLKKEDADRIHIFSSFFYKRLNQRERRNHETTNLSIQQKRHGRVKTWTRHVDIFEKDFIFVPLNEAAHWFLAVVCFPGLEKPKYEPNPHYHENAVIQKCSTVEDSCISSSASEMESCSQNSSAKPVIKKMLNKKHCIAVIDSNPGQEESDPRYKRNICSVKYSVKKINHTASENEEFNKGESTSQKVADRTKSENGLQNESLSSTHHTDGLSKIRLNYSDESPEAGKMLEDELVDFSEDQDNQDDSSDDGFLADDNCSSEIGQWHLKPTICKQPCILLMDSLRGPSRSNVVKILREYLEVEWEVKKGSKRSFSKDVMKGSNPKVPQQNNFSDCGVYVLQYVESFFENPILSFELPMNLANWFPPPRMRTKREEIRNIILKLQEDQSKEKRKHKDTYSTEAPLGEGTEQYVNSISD
# PfGluPho inh: PfG6PD (Plasmodium falciparum) enzyme inhibition. PfGluPho enzyme, NADPH resazurin-diaphorase fluorescence. inhibition, % at 20 µM. actives 0.78% (n = 350,000). AID 504690;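 active means inhibition reaching at least a set limit at 20 µM in the primary screen, cut at about 59% in these data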;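 further: 0% = DMSO wells with substrate and 100% = DMSO wells lacking glucose-6-phosphate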
# SENP7 inh: SENP7 protease inhibition. AID 434973. inhibition, % at 5 µM. recombinant SENP7, Z-RLRGG-aminoluciferin luminescence, 40 min. actives 1.5% (n = 330,000). Q9BQF6;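 active means inhibition above about 50% at the single test dose, limit read from the data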;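 further: plate controls were DMSO with enzyme for no effect and no enzyme buffer wells for full effect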
# SENP8 block-1: blocks the human protease SENP8; AID 2540; Q96LD8; actives 1.2% (n = 330,000); purified SENP8, Z-RLRGG-aminoluciferin cleavage, luminescence; inhibition, % at 10 µM; in the data active means inhibition above about 50%
# Target sequence (Q96LD8 whole entry, looked up): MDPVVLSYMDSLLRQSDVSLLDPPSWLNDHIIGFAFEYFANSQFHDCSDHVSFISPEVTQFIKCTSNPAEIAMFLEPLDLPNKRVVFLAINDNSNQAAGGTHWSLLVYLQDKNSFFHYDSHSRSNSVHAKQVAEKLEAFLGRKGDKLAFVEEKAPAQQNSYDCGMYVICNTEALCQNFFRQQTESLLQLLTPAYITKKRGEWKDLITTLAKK
# HKDC1 inhibitor: inhibitors of human hexokinase HKDC1. actives 0.16% (n = 340,000). recombinant HKDC1, G6PDH/diaphorase resazurin coupled fluorescence. inhibition, % at 20 µM. Q2TB90;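 active means inhibition above about 35% when tested at 20 µM, limit read from the data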;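 further: plate controls were DMSO wells with enzyme for no effect and DMSO wells lacking enzyme for full effect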
#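 Test system: recombinant HKDC1 (HK5) hexokinase enzyme, produced in-house / Doses: 20 µM test compound, 1% DMSO / Timing: 90 min, room temperature / Detection: G6PDH/diaphorase-coupled fluorescence, 1 mM NADP, 100 µM resazurin, 525/613 nm / Control set: DMSO wells with and without enzyme mix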
# SENP1 FRET inh: inhibitors of human SENP1 SUMO protease catalytic domain. Q9P0U3. recombinant SENP1 catalytic domain, CyPet-SUMO1-YPet FRET cleavage. inhibition, % at 10 µM. actives 0.21% (n = 360,000). AID 624204;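 active means inhibition at least 30% at 10 µM, raw YFP signal under a set limit, fluorescence ratio 0.5 to 1.5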;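 further: 0% = enzyme with DMSO and 100% = no enzyme wells; some results filed as inactive read as strong as hits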
# Target sequence (Q9P0U3 419-644 limits assumed): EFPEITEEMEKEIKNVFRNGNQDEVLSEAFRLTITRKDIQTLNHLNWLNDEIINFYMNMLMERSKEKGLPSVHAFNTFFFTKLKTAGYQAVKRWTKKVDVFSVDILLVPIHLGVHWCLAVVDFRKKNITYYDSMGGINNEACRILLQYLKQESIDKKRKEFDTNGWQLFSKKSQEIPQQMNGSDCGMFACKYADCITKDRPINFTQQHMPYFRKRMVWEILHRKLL
#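 Material: hSENP1 catalytic domain, recombinant; medium: Tris pH 8 with BME, BSA, NP40 and catalase; compound: single concentration of 10 µM compound, 0.5% DMSO final; technique: FRET read of cyan and yellow fluorescence; timing: 50 min enzyme reaction, room temperature, light-protected; reagent: SFCypet-SUMO1-SFYpet substrate at 25 nM; control set: no-enzyme low, enzyme-DMSO high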
# SENP8 block-2: SENP8 (human) protease inhibition | Q96LD8 | recombinant SENP8, Nedd8 substrate fluorescence | inhibition, % at 20 µM | actives 0.64% (n = 360,000) | AID 602440; in the data active means inhibition mostly above about 40%, no sharp cut-off; inactive means mostly below about 27%
# Apaf-1 inh: human Apaf-1 inhibition. inhibition, % at 20 µM. AID 489030. reconstituted apoptosome caspase-3 activity, DEVD-Rh110 fluorescence. O14727. actives 0.71% (n = 330,000); active means inhibition of at least 40% at 20 µM;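 further: plate controls were DMSO wells for no effect and DEVD-CHO caspase inhibitor wells for full effect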
#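 System: Apoptosome proteins | Medium: Hepes pH 7.5 with detergent and BSA | Also added: Cytochrome c trigger plus (Z-DEVD)2-Rh110 caspase-3 substrate | Incubation: 30 min compound preincubation, 50 min activation, room temperature | Detection: Rhodamine 110 fluorescence at Ex 480/Em 540 nm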
# Active calls of the source: *; x = not tested or not shown.
1. COc1cccc(CNC(=O)CCC2CCCN(C(=O)c3cc(C)on3)C2)c1 (stereo not given)
2. CCOC(=O)COn1c(=O)c(-c2ccc(F)cc2)[n+]([O-])c2ccccc21
3. Cc1ncoc1C(=O)N1CCCC(C(=O)c2cccc(C(F)(F)F)c2)C1 (stereo not given)
4. Cc1ccc(S(=O)(=O)N2CCN(C(=O)Cn3cnc4c3c(=O)n(C)c(=O)n4C)CC2)cc1C
5. O=C(CCc1nc2ccccc2c(=O)[nH]1)Nc1cc(C(F)(F)F)ccc1N1CCOCC1
6. CC(C)C(c1nnnn1Cc1ccccc1)N1CCc2ccccc2C1 (stereo not given)
entry no.	1	2	3	4	5	6
NLRP3 yeast inh	-11	12	2	16	-9	14
SENP6 inh	-18	6	0	-2	-18	25
PfGluPho inh	4	-2	4	-2	4	0
SENP7 inh	-10	-7	4	2	12	3
SENP8 block-1	-7	-6	5	1	-12	2
HKDC1 inhibitor	-2	-1	-8	-6	-5	15
SENP1 FRET inh	0	-3	3	-6	-10	-5
SENP8 block-2	12	-35	24	15	-6	11
Apaf-1 inh	2	2	9	-2	27	1

7. CN(C)C(=O)C(OC(=O)c1ccc2c(c1)CCCC2)c1ccccc1 (stereo not given)
8. COc1c(C(=O)Nc2ccc(CN3CCOCC3)cc2)cc2ccccc2c1Br
9. COc1ccc(S(=O)(=O)N2CCN(CC(=O)c3[nH]c(C)c(C(C)=O)c3C)CC2)cc1OC
10. O=C/C(=C\Nc1ccccn1)c1nc2ccccc2o1
11. CCOC(=O)N1CCC(NC(=O)C2CCN(C(=O)N3CC(C)Oc4ccc(C)cc43)CC2)CC1 (stereo not given)
12. COC(=O)C1=C(C)N(CCc2ccc(OC)c(OC)c2)C(=O)/C1=C\N(C)C
entry no.	7	8	9	10	11	12
NLRP3 yeast inh	10	18	13	20	14	-2
SENP6 inh	7	-3	-11	1	-15	-28
PfGluPho inh	24	7	13	4	-2	-7
SENP7 inh	-4	-4	-1	-6	-10	-8
SENP8 block-1	-2	7	7	-17	-8	-16
HKDC1 inhibitor	-5	7	-2	-2	-4	-3
SENP1 FRET inh	-1	1	1	-27	1	0
SENP8 block-2	3	11	10	-136	-11	23
Apaf-1 inh	17	21	-16	2	13	7

13. CCc1nnc(NC(=O)CCC(=O)N2CCN(Cc3ccc(OC)c(F)c3)CC2)s1
14. CC1=CN2C(=N)/C(=C/c3cn(CCCOc4ccccc4C)c4ccccc34)C(=O)N=C2S1
15. CC1(C)Cc2ccccc2-c2nc3ccccc3c(=O)n21
16. Cc1cc(C)c(S(=O)(=O)N2CCOC2CNC(=O)C(=O)NCCCN2CCOCC2)c(C)c1 (stereo not given)
17. CC(C)n1cc(/C=C/c2cc[n+](C)cc2)c2ccccc21
18. CCN1CCN(c2cc(C)c3cc(NC(=O)CCC(=O)Nc4ccc(OC)cc4OC)ccc3n2)CC1
entry no.	13	14	15	16	17	18
NLRP3 yeast inh	13	11	-17	6	26	4
SENP6 inh	-8	-7	-9	6	0	-3
PfGluPho inh	-5	7	-2	0	2	6
SENP7 inh	11	-1	5	6	12	6
SENP8 block-1	-4	-14	-3	-15	-2	5
HKDC1 inhibitor	-5	-10	-2	-7	3	4
SENP1 FRET inh	-1	-112	0	1	-24	2
SENP8 block-2	19	-22	14	4	30	-307
Apaf-1 inh	-6	1	9	1	3	3

19. COc1ccc(-c2nc(CSCC(=O)NCCC3=CCCCC3)c(C)o2)cc1OC
20. NS(=O)(=O)c1ccc(NC(=O)c2cc(-c3ccccc3O)n[nH]2)cc1
21. COc1ccc(S(=O)(=O)Nc2ccccc2C(=O)N2CCOCC2)cc1F
22. Cc1cc(C(=O)N2CCN(c3ccc(C(F)(F)F)cn3)CC2)c(C)o1
23. COc1ccc([C@H]2CC(=O)C=C(c3cccc(C(C)C)c3)C2)cc1
24. O=C(CS(=O)(=O)c1cn(Cc2ccc(Cl)cc2)c2ccccc12)N1CCCCC1
entry no.	19	20	21	22	23	24
NLRP3 yeast inh	-1	14	0	11	15	11
SENP6 inh	1	-54	21	-18	-1	4
PfGluPho inh	-10	-4	-11	-2	-6	0
SENP7 inh	-4	-8	1	1	9	-6
SENP8 block-1	-2	-24	4	-2	4	6
HKDC1 inhibitor	-2	5	-7	-5	7	-3
SENP1 FRET inh	1	1	0	2	-1	2
SENP8 block-2	2	11	1	-21	16	10
Apaf-1 inh	18	2	0	-1	26	14

25. c1cc(-c2n[nH]c(-c3ccncc3)n2)ccn1
26. COc1cc(C2C3=C(CC(C)(C)CC3=O)Nc3ccccc3N2C(C)=O)cc(OC)c1OC (stereo not given)
27. CCOC(=O)c1c2ccc(OCC(=O)NN)cc2n2ccccc12
28. O=C(COC(=O)/C=C/c1ccc(F)cc1)Nc1ccc2[nH]c(=O)[nH]c2c1
29. CCC(C)(C)n1nnnc1CN(Cc1ccc(Cl)cc1)Cc1ccco1
30. CN(C)c1nc2n(c(=O)n1)CCS2
entry no.	25	26	27	28	29	30
NLRP3 yeast inh	x	11	-5	9	-1	-1
SENP6 inh	x	-12	26	-12	1	-10
PfGluPho inh	-1	-11	47	-22	57	-12
SENP7 inh	x	-14	23	-21	3	-10
SENP8 block-1	x	-3	12	-14	5	-13
HKDC1 inhibitor	-3	-7	17	0	5	-5
SENP1 FRET inh	-6	0	-28	2	0	1
SENP8 block-2	-4	-55	-389	4	8	13
Apaf-1 inh	x	-4	42*	8	28	4

31. COc1ccc(OCC(=O)Nc2c(C(=O)N(CCN(C)C)Cc3ccco3)oc3ccccc23)cc1
32. Cc1cc(Nc2ccc(Br)cc2F)n2nc(C)nc2n1
33. COc1ccc(OCC(O)Cn2c(N)nc3c2c(=O)[nH]c(=O)n3C)cc1 (stereo not given)
34. Cc1ccc(Cn2c(=O)c3c(nc4n3CCCN4Cc3ccccc3)n(C)c2=O)cc1
35. CC(C)OCc1c(C(=O)Nc2nccs2)oc2ccccc12
36. O=C(NC1CC1)C1=C[C@@H](C2CC2)C[C@@H](OCCCCO)O1
entry no.	31	32	33	34	35	36
NLRP3 yeast inh	26	17	-3	13	-12	11
SENP6 inh	-24	1	-10	-5	-16	-6
PfGluPho inh	-15	-8	10	14	1	-10
SENP7 inh	-13	7	-4	7	-10	0
SENP8 block-1	-12	-5	3	-4	-4	-6
HKDC1 inhibitor	-1	-3	-2	-2	6	-4
SENP1 FRET inh	1	1	0	0	-1	-1
SENP8 block-2	-29	4	30	6	-32	14
Apaf-1 inh	20	4	-8	11	11	-2

37. Cc1cccc(C)c1OCc1nnc(SCC(=O)NCc2ccccc2)o1
38. COCCNC(=O)C(=O)NCC1OCCN1S(=O)(=O)c1ccc(F)cc1 (stereo not given)
39. O=C(CCCC(=O)OCC(=O)NC1CCCC1)Nc1ccccn1
40. O=C(O)CSCc1ccc(C(=O)O)o1
41. Cc1cc(C)n(-c2nncn2/N=C/c2ccccc2F)n1
42. COc1cc2c(c(OC)c1OC)-c1ccc(NC(=O)c3ccc(F)cc3)c(=O)cc1[C@@H](NC(C)=O)CC2
entry no.	37	38	39	40	41	42
NLRP3 yeast inh	-1	17	5	-5	12	10
SENP6 inh	9	6	-6	-13	0	5
PfGluPho inh	-5	3	-23	-10	1	27
SENP7 inh	1	-11	7	3	5	4
SENP8 block-1	4	-8	8	-5	-1	11
HKDC1 inhibitor	-10	-8	-4	0	-4	7
SENP1 FRET inh	-1	-1	0	0	2	-39
SENP8 block-2	10	-5	12	9	24	-72
Apaf-1 inh	-9	-1	10	-2	0	19

# 11 compounds from above, sorted by heavy-atom count, largest number first.
42. COc1cc2c(c(OC)c1OC)-c1ccc(NC(=O)c3ccc(F)cc3)c(=O)cc1[C@@H](NC(C)=O)CC2
31. COc1ccc(OCC(=O)Nc2c(C(=O)N(CCN(C)C)Cc3ccco3)oc3ccccc23)cc1
34. Cc1ccc(Cn2c(=O)c3c(nc4n3CCCN4Cc3ccccc3)n(C)c2=O)cc1
37. Cc1cccc(C)c1OCc1nnc(SCC(=O)NCc2ccccc2)o1
29. CCC(C)(C)n1nnnc1CN(Cc1ccc(Cl)cc1)Cc1ccco1
39. O=C(CCCC(=O)OCC(=O)NC1CCCC1)Nc1ccccn1
35. CC(C)OCc1c(C(=O)Nc2nccs2)oc2ccccc12
36. O=C(NC1CC1)C1=C[C@@H](C2CC2)C[C@@H](OCCCCO)O1
entry no.	42	31	34	37	29	39	35	36
NLRP3 yeast inh	10	26	13	-1	-1	5	-12	11
SENP6 inh	5	-24	-5	9	1	-6	-16	-6
PfGluPho inh	27	-15	14	-5	57	-23	1	-10
SENP7 inh	4	-13	7	1	3	7	-10	0
SENP8 block-1	11	-12	-4	4	5	8	-4	-6
HKDC1 inhibitor	7	-1	-2	-10	5	-4	6	-4
SENP1 FRET inh	-39	1	0	-1	0	0	-1	-1
SENP8 block-2	-72	-29	6	10	8	12	-32	14
Apaf-1 inh	19	20	11	-9	28	10	11	-2

32. Cc1cc(Nc2ccc(Br)cc2F)n2nc(C)nc2n1
40. O=C(O)CSCc1ccc(C(=O)O)o1
30. CN(C)c1nc2n(c(=O)n1)CCS2
entry no.	32	40	30
NLRP3 yeast inh	17	-5	-1
SENP6 inh	1	-13	-10
PfGluPho inh	-8	-10	-12
SENP7 inh	7	3	-10
SENP8 block-1	-5	-5	-13
HKDC1 inhibitor	-3	0	-5
SENP1 FRET inh	1	0	1
SENP8 block-2	4	9	13
Apaf-1 inh	4	-2	4

# Next section
43. O=C(NCc1ccco1)C(c1ccco1)N(C(=O)Cn1nnc2ccccc21)c1ccc2c(c1)CCC2 (stereo not given)
44. N#C/C(C(=O)NCCc1ccccc1)=C1/N=C(NC(=O)c2cccs2)c2ccccc21
45. Cc1cccc(C(=O)Nc2nc(C)c(C(=O)Nc3ccc4c(c3)CCC4)s2)c1
46. CN(NC(=O)Nc1ccccc1)c1cnn(C)c(=O)c1Cl
47. COc1cccc(N2CCN(C(=O)/C=C/c3ccco3)CC2)c1
48. COc1ccc(C2=CC3=C(Br)C(=O)C(C)(OC(=O)c4ccc(Cl)nc4)C(=O)C3=CO2)cc1 (stereo not given)
49. CCCC(C(=O)NC1CCCC1)N(C(=O)Cn1nnc(-c2ccc(C)o2)n1)c1cccc(O)c1 (stereo not given)
50. CC(C)NCC(O)COc1ccc(CC(N)=O)cc1 (stereo not given)
entry no.	43	44	45	46	47	48	49	50
NLRP3 yeast inh	0	21	29	-15	14	3	16	-1
SENP6 inh	-7	-1	33	-44	-3	13	8	-22
PfGluPho inh	7	-20	8	0	28	0	-3	2
SENP7 inh	6	1	31	-7	-6	0	4	-5
SENP8 block-1	-3	1	26	-7	-4	7	-4	2
HKDC1 inhibitor	6	-4	0	-2	0	28	2	-6
SENP1 FRET inh	2	36*	-7	3	3	x	-14	3
SENP8 block-2	20	-22	-24	19	-1	x	1	0
Apaf-1 inh	10	7	1	6	19	21	11	8
